# Assay outcomes: PubChem, several laboratories
# aDG glyco act = alpha-DG glycosylation activation | hit rate 0.22% among 360,000 | activation, % at 10 µM | Pro5-aDG cells, alpha-DG glycosylation AlphaScreen (IIH6); 0% Pro5, 100% B10-LARGE cell signal;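 active = activation of at least 8% versus controls, or a plate z-score of at least 8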;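 also: Pro5 are CHO cells carrying HIG-tagged alpha-DG that lacks glycosylation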
# NR2E3 ag-1 = activates human photoreceptor nuclear receptor NR2E3; GST-NR2E3/biotin-RetCOR TR-FRET, 1536-well; inhibition of corepressor binding, % at 4.78 µM; hit rate 0.12% among 320,000; AID 2300;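 active = percent inhibition above the cutoff of mean plus 3 SD of all tested compounds, set per screening campaign, cut at about 20% in these data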;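 also: 0% = DMSO wells and 100% = biotin wells as full block of FRET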
# Target sequence (Q9Y5X4 whole entry, looked up): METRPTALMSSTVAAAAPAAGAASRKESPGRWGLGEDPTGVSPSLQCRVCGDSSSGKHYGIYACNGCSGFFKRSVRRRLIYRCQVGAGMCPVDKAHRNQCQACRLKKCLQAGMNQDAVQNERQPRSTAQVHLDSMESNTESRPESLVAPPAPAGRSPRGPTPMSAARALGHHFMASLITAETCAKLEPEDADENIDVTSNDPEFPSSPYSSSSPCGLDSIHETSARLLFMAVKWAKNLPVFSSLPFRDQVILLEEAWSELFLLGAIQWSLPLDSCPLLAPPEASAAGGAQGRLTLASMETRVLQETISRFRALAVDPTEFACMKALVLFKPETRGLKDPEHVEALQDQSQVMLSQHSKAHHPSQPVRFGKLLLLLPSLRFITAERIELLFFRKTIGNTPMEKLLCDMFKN
#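 Assay system: NR2E3–RetCOR corepressor complex. Quantity: 1.35 nM GST-NR2E3. Buffer or medium: pH 7.5 Tris-based buffer. Reagent: biotinylated RetCOR corepressor at 7 nM final. Schedule: 5 h at 4 °C. Detection: TR-FRET, emission read at 617 and 671 nm. Replicates: one well per compound, singlicate testing.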
# hiPSC survival = enhancers of human iPSC single-cell survival | hiPSC single-cell survival, ATPlite luminescence; 100% = ROCK inhibitor wells, 0% = DMSO | survival enhancement, % at 20 µM | hit rate 0.044% among 360,000; in the data active = survival enhancement above about 18%;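 also: cells exposed to compounds for 16 hours before the ATP read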
# HIF-2a block = blocks HIF-2a reporter activity. 786-0 RCC cells HIF-2a reporter, luciferase luminescence, overnight. inhibition, % at 18.8 µM. hit rate 0.72% among 360,000;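 active = inhibition of the luminescence signal of 40% or more relative to plate controls, in a single-dose primary screen at 18.75 µM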
# Vif inh = HIV Vif inhibition | hit rate 0.35% among 340,000 | inhibition, % at 7.49 µM | AID 602346 | HEK293T cells, Vif self-association by quenched fluorescence, imaging, 24 h; in the data active = inhibition above about 50%, passing the limit was not always enough; also: some results filed as inactive read as strong as hits
# TRPM1 prom inh = reduces MITF-dependent TRPM1 promoter luciferase signal | SK-MEL-5 TRPM1 promoter luciferase, 24 h | inhibition, % at 12.5 µM | hit rate 0.83% among 330,000 | AID 488899;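 active = mean inhibition across replicates of 60% or more, whatever share of single replicates reaches that level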; also: values of inactives mirror those of a sister screen read the other way
# NR2E3 ag-2 = agonists of human NR2E3 nuclear receptor; hit rate 0.35% among 360,000; Q9Y5X4; CHO-S Gal4-NCOR/VP16-NR2E3 two-hybrid, luciferase; inhibition of corepressor binding, % at 3.98 µM; AID 602229;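 active = inhibition above the mean of all tested compounds plus 3 SD, cut at about 70% in these data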;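 also: 0% = DMSO with NR2E3 transfected cells and 100% = cells lacking NR2E3 construct; higher means lower luciferase signal from less NR2E3 corepressor binding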
# PDI inh = PDI (human) enzyme inhibition; P07237; PDI insulin aggregation turbidity, A650, 90 min; inhibition, % at 10 µM; hit rate 0.052% among 350,000;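 active = mean inhibition across replicates of 30% or more, whatever share of single replicates reach that level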;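 also: absorbance from insulin aggregation driven by PDI reduction with DTT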
# Target sequence (P07237 whole entry, looked up): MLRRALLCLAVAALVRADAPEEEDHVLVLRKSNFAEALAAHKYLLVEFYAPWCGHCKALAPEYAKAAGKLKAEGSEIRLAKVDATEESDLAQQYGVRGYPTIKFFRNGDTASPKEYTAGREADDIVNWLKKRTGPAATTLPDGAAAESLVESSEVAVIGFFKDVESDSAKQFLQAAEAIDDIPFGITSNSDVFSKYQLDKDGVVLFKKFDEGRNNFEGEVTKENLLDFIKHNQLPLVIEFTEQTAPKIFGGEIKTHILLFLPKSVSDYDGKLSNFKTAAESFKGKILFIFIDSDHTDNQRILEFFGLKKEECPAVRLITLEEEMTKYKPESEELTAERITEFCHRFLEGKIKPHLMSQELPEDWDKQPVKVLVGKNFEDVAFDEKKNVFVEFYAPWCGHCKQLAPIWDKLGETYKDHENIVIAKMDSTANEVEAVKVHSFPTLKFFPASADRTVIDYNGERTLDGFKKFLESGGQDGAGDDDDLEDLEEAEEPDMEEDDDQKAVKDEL
# Granule exo inh = blocks lytic granule exocytosis; inhibition, % at 10 µM; hit rate 0.66% among 360,000; TALL-104 LAMP-1 surface exposure, flow cytometry; cells stimulated with thapsigargin and PMA;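 active = inhibition above about 55%, limit read from the data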
# Peg3 promoter = reduces Peg3 promoter-driven luciferase expression in HeLa; hit rate 1.7% among 360,000; inhibition, % at 20 µM; HeLa PEG-Prom luciferase reporter, luminescence, overnight;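 active = inhibition of at least 50% at 20 µM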
# CaV13 ICDI inh = Primary screen for inhibitors of IQ motif and Ca2+-dependent inactivation inhibitor domain binding in CACNA1D, Förster resonance energy transfer in living cells, …; HEK cells, CFP/YFP FRET ICDI-IQ, plate reader, 10 min; percent FRET-ratio fall versus neutral wells; inhibition, % at 12.3 µM; hit rate 0.098% among 340,000; AID 743397;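 active = mean replicate inhibition of at least 30% and at least 1% of replicates passing that level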;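 also: 0% = median of the neutral control wells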
# Starred values were filed as active, the others as inactive; . = not tested or not shown.
# The first 2 compounds, ahead of the listing:
nr	SMILES	aDG glyco act	NR2E3 ag-1	hiPSC survival	HIF-2a block	Vif inh	TRPM1 prom inh
1	Cc1c(C(=O)N2CCCCC2)c(S(=O)(=O)N2CCc3ccccc32)c(C)n1C	-0.3	3	-0.2	15	-4	5
2	CC1(C)Cc2c(sc3nc4n(c(=N)c23)CCC4)CO1	0.4	0	4.9	9	6	6

nr	NR2E3 ag-2	PDI inh	Granule exo inh	Peg3 promoter	CaV13 ICDI inh
1	-23	-11	-1	7	-2
2	-8	0	2	6	-5

# The listing (from the top)
nr	SMILES	aDG glyco act	NR2E3 ag-1	hiPSC survival	HIF-2a block	Vif inh	TRPM1 prom inh
1	Cc1c(C(=O)N2CCCCC2)c(S(=O)(=O)N2CCc3ccccc32)c(C)n1C	-0.3	3	-0.2	15	-4	5
2	CC1(C)Cc2c(sc3nc4n(c(=N)c23)CCC4)CO1	0.4	0	4.9	9	6	6
3	O=C(Nc1ccnn1C1CCN(Cc2cccc(OCCO)c2)CC1)C1CCCC1	0.1	-1	-0.4	17	17	0
4	COc1ccc(N2CCN(C(=O)c3cccc(S(=O)(=O)N4CCc5ccccc54)c3)CC2)cc1	-0.2	.	0.8	6	1	13
5	COc1cc(CNC2CCCCCCC2)cc(Cl)c1OCC(N)=O	0.0	3	-0.6	20	6	7
6	CCCCCC(=O)N=Nc1c(O)[nH]c2ccc([N+](=O)[O-])cc12	0.2	-1	2.0	12	-4	-20
7	c1ccc(COC2CCCN(Cc3nc(Cc4ccccc4)no3)C2)cc1 (stereo not given)	-0.1	1	1.8	22	-3	17
8	COC(=O)c1cc(C(=O)c2cc(Br)ccc2O)coc1=N	-0.3	3	0.0	19	-5	-8

nr	NR2E3 ag-2	PDI inh	Granule exo inh	Peg3 promoter	CaV13 ICDI inh
1	-23	-11	-1	7	-2
2	-8	0	2	6	-5
3	7	-3	4	4	-5
4	-6	1	0	11	-10
5	-3	2	-9	2	-11
6	3	0	4	9	-3
7	-5	-7	-1	17	8
8	-22	-6	0	-1	-5

# Entries of single compounds, looked up by structure. Order of values: aDG glyco act	NR2E3 ag-1	hiPSC survival	HIF-2a block	Vif inh	TRPM1 prom inh	NR2E3 ag-2	PDI inh	Granule exo inh	Peg3 promoter	CaV13 ICDI inh
# Record of `O=C(Nc1ccnn1C1CCN(Cc2cccc(OCCO)c2)CC1)C1CCCC1` : 0.1	-1	-0.4	17	17	0	7	-3	4	4	-5
# Record of `Cc1c(C(=O)N2CCCCC2)c(S(=O)(=O)N2CCc3ccccc32)c(C)n1C` : -0.3	3	-0.2	15	-4	5	-23	-11	-1	7	-2
# Record of `COc1cc(CNC2CCCCCCC2)cc(Cl)c1OCC(N)=O` : 0.0	3	-0.6	20	6	7	-3	2	-9	2	-11
# Record of `c1ccc(COC2CCCN(Cc3nc(Cc4ccccc4)no3)C2)cc1` (stereo not given) : -0.1	1	1.8	22	-3	17	-5	-7	-1	17	8

# Later entries
nr	SMILES	aDG glyco act	NR2E3 ag-1	hiPSC survival	HIF-2a block	Vif inh	TRPM1 prom inh
9	CCOc1ccccc1NC(=O)C1(S(=O)(=O)c2ccc(Cl)cc2)CC1	0.2	3	0.2	6	-3	4
10	Cc1ccc(CSc2ccc(-c3ccco3)nn2)cc1	0.0	4	-1.2	-230	-8	-50
11	Cc1ccc(/C(=N\O)c2oc3c(C)c4oc(=O)cc(C)c4cc3c2C)cc1	1.3	1	-1.5	-83	-6	-18
12	Clc1cccc(CNc2ccn3nc(-c4ccc(OCCN5CCOCC5)cc4)cc3n2)c1	1.0	.	0.0	-38	.	.
13	O=C(Cn1c(-c2cscn2)nc2ccccc21)Nc1ccc(Cl)cc1	0.9	2	2.6	33	-4	1
14	O=C(NC(=S)Nc1ccccc1N1CCCCC1)c1ccco1	0.3	-1	-1.3	-6	-5	0
15	Cc1ccc2cc(CN(CCCO)S(=O)(=O)c3cccc4nsnc34)c(=O)[nH]c2c1C	-0.1	2	-1.8	-37	-1	6
16	CCOc1cc(NC(=O)C2CCCCC2)c(OCC)cc1NC(=O)c1ccco1	-0.2	-3	-2.6	10	-4	-6

nr	NR2E3 ag-2	PDI inh	Granule exo inh	Peg3 promoter	CaV13 ICDI inh
9	14	-4	35	13	-3
10	-111	5	-4	-334	-5
11	-27	22	41	-30	-3
12	9	0	3	46	-5
13	-30	-8	-2	21	-5
14	-12	2	-4	28	-3
15	11	6	0	15	-5
16	-39	-12	-4	2	-4

# Further records follow:
nr	SMILES	aDG glyco act	NR2E3 ag-1	hiPSC survival	HIF-2a block	Vif inh	TRPM1 prom inh
17	Cc1cc(NC(=O)/C=C/C(=O)N(c2ccccc2C)C(C(=O)NC2CCCC2)c2ccc(F)cc2)no1 (stereo not given)	0.1	4	-1.1	28	2	34
18	O=C(NCCNS(=O)(=O)c1ccc(C(F)(F)F)cc1)N1CCOCC1	0.0	1	-0.5	-2	5	-9
19	CC(=O)Nc1ccc(N(C(=O)c2ccco2)C(C(=O)NC2CCCC2)c2ccc(N3CCOCC3)cc2)cc1 (stereo not given)	0.3	2	-0.7	16	1	2
20	COc1ccc(C(=O)NCC2CCCN2S(=O)(=O)c2cccs2)cc1OC (stereo not given)	0.6	-1	-0.3	13	-4	2
21	COc1ccccc1CCC(=O)NNC(=O)c1ccccc1	-0.1	0	1.7	-1	-10	-4
22	CSc1ncc(CN2CCCCC2C(=O)Nc2ccc(Oc3ccccc3)nc2)cn1 (stereo not given)	-0.1	4	-0.1	-3	-6	-2
23	Cc1c(Cl)cccc1NC(=S)C(=C([O-])c1ccc(Cl)s1)[n+]1ccccc1	0.1	.	1.4	-32	1	15
24	COc1ccc(-c2ccc(C#N)c(SCC(=O)Nc3sc4c(c3C#N)CCC4)n2)cc1	0.4	4	-0.7	9	-6	6

nr	NR2E3 ag-2	PDI inh	Granule exo inh	Peg3 promoter	CaV13 ICDI inh
17	-62	-3	0	34	-8
18	-10	0	-16	15	-7
19	-5	-1	-5	8	1
20	14	3	0	7	-5
21	-7	3	-2	0	-7
22	8	10	0	13	-5
23	-11	-4	1	-47	-6
24	-30	2	-1	29	.

# Six entries from above, ordered by their value in Vif inh, descending:
item	structure	Vif inh
2	CC1(C)Cc2c(sc3nc4n(c(=N)c23)CCC4)CO1	6
18	O=C(NCCNS(=O)(=O)c1ccc(C(F)(F)F)cc1)N1CCOCC1	5
4	COc1ccc(N2CCN(C(=O)c3cccc(S(=O)(=O)N4CCc5ccccc54)c3)CC2)cc1	1
9	CCOc1ccccc1NC(=O)C1(S(=O)(=O)c2ccc(Cl)cc2)CC1	-3
1	Cc1c(C(=O)N2CCCCC2)c(S(=O)(=O)N2CCc3ccccc32)c(C)n1C	-4
11	Cc1ccc(/C(=N\O)c2oc3c(C)c4oc(=O)cc(C)c4cc3c2C)cc1	-6

# Carrying on.
nr	SMILES	aDG glyco act	NR2E3 ag-1	hiPSC survival	HIF-2a block	Vif inh	TRPM1 prom inh
25	CC(C)(C)NC(NC(=O)Cc1ccccc1)C(Cl)(Cl)Cl (stereo not given)	0.0	0	2.8	4	-4	-7
26	Cc1cc(C(=O)NNS(=O)(=O)c2cc(C(=O)O)ccc2Cl)c(C)n1-c1ccccc1	0.2	4	0.4	64*	-1	34
27	O=C(Nc1ccc2c(c1)OCCO2)c1ccc(Br)s1	0.3	1	-2.7	-121	13	-18
28	CCCNC(=O)Nc1ccsc1C(=O)OC	1.0	2	-2.3	5	0	7
29	OC(CNCc1ccc(F)cc1)(c1ccc(F)cc1)c1ccc(F)cc1	0.1	0	-0.8	7	9	-1
30	CCOC(=O)c1c(-c2ccco2)csc1NC(=O)COC(=O)c1cnc(C)cn1	-0.3	0	0.4	1	0	5
31	c1cc2c(c(CC3CO3)c1CC1CO1)OCCOCCOCCOCCO2 (stereo not given)	0.1	.	-0.8	8	0	.
32	O=C(c1cc(-c2cccc(O)c2)on1)N1CCc2ccccc2C1	0.0	5	-2.2	-199	0	-33

nr	NR2E3 ag-2	PDI inh	Granule exo inh	Peg3 promoter	CaV13 ICDI inh
25	0	15	1	4	-6
26	-32	-3	4	39	-7
27	-159	-3	0	-122	-6
28	-7	-6	-1	-7	-7
29	3	-1	0	15	-5
30	5	9	-8	15	-6
31	-3	8	5	-5	-6
32	-40	.	2	-247	19

# Other compounds:
nr	SMILES	aDG glyco act	NR2E3 ag-1	hiPSC survival	HIF-2a block	Vif inh	TRPM1 prom inh
33	CN(C)C(=O)c1ccc(NC(=O)c2ccccc2-c2ccccc2)cc1	-0.1	2	-0.3	19	-3	-4
34	COc1ccc(N2CCN(c3cc(C)nc4ccc(OC)cc34)CC2)cc1	0.3	-2	1.1	6	-1	3
35	CCOc1ccc(NC(=O)CSc2nccn(-c3ccc4c(c3)OCCO4)c2=O)cc1	-0.3	-3	-0.2	5	.	-3
36	Cc1cc(C)n(CC(O)Cn2c(C)c(C)c3ccccc32)n1 (stereo not given)	0.4	1	-2.7	19	5	-2
37	Cc1ccc(N2C(=O)C(Cl)=C(N3CCN(C)CC3)C2=O)c(C)c1	-0.1	0	7.3	-3	6	8
38	Cc1ccc2c(C)ccc(O)c2n1	-0.1	1	0.6	17	15	-24
39	CCc1ccccc1NC(=O)/C(=C/c1ccco1)c1ccccc1	-0.2	-2	-2.3	10	-5	-6
40	O=C(COC(=O)c1ccncc1)NCc1ccccc1	0.0	3	3.0	13	-4	1

nr	NR2E3 ag-2	PDI inh	Granule exo inh	Peg3 promoter	CaV13 ICDI inh
33	11	-9	-2	13	-6
34	-39	5	30	5	-7
35	-31	3	0	-18	-13
36	-10	-1	0	6	-1
37	17	-14	-4	4	-6
38	-17	14	-1	9	-6
39	-3	2	0	23	1
40	28	2	7	8	.

# Going on with the list:
nr	SMILES	aDG glyco act	NR2E3 ag-1	hiPSC survival	HIF-2a block	Vif inh	TRPM1 prom inh
41	COc1ccc(CCNC(=O)C2CC3Cn4c(nc5cc(C)c(C)cc54)C3N2C)cc1 (stereo not given)	0.2	1	-2.3	3	-3	0
42	CCOC(=O)c1sc2ncnc(Nc3cccc(C(=O)O)c3)c2c1C	-0.1	3	-0.2	11	2	7
43	CC1(C)CC(=O)C(C(C2=C(O)CC(C)(C)CC2=O)c2cccnc2)C(=O)C1 (stereo not given)	-0.5	-5	-1.5	1	-4	-2
44	COc1cc(C(C[N+](=O)[O-])c2c(-c3ccccc3)cc3ccccn23)cc(OC)c1OC (stereo not given)	1.0	4	0.5	43*	.	12
45	CCN(CC(=O)NCc1ccc(Cl)cc1)C(=O)Cc1ccccc1[N+](=O)[O-]	0.2	.	-0.1	8	8	-2
46	CCN(CC)C(=O)CSc1nnc(-c2cc(-c3ccc(Cl)cc3)nc3ccccc23)o1	0.1	0	-0.1	-24	.	-1

nr	NR2E3 ag-2	PDI inh	Granule exo inh	Peg3 promoter	CaV13 ICDI inh
41	-4	-6	60*	-10	-5
42	4	1	0	14	-4
43	-8	-3	-2	16	-4
44	-27	6	7	9	-4
45	-17	2	1	15	-6
46	24	-3	-6	11	-4

# Outcome played no part in choosing rows. About 3.5% of those tested had a hit in this group.
